# ELG1 repair inh – inhibitors of ELG1-dependent DNA repair in HEK293T cells | AID 504467 | HEK293T ELG1-luciferase reporter, luminescence, 16 h; DNA damage induced by 5-fluorouridine | hit rate 2.3% among 330,000 | Potency, µM (doses to about 46.1 µM), for inactives: at the highest dose activity change, negative = inhibition, hits mostly inhibitors; note: potency is the fitted concentration of half-maximal effect; % is set by controls: 0 for no effect and ±100 for the full control effect; nearly all actives have a fitted effect of over 55% in size
#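 Luminescence from the luciferase reporter, measured 30 min after ONE-Glo reagent at room temperature, was the read-out. Beforehand, 2,000 cells per well were exposed for 16 hr at 37 °C to 5-fluorouridine together with compound or vehicle.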
# MBNL1-CUG inh – MBNL1-poly(CUG) RNA binding inhibition; TR-FRET MBNL1-His/biotin-(CUG)12 binding, 665/545 ratio; hit rate 0.036% among 280,000; Potency, µM (doses to about 57.5 µM), inactives show top-dose activity change, negative = inhibition, hits mostly inhibitors; Q9NR56; active = well fitted inhibition curve with a large enough effect in the signal ratio, with a control signal flat, not every such curve was filed as active; inconclusive = small, poorly fitted or top-dose-only effect, or effect the other way, or a change in a side signal; inactive = no such curve, though single readings can be large or run the other way; the % refers to the signal ratio; note: potency is the fitted concentration of half-maximal effect; % is set by controls: 0 for no effect and ±100 for the full control effect
#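 TR-FRET between His-tagged MBNL1 and biotin-(CUG)12 RNA, detected with Tb anti-His antibody (0.055 ng/ul) and streptavidin-XL665 (5 nM), 60 min at room temperature. Compounds titrated 92 nM to 58 uM; 665/545 nm ratio normalized to buffer and complex controls.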
# Menin MLL FP TR – inhibitors of human menin-MLL interaction, mutant MLL peptide; O00255; Menin + Texas Red MLL mutant peptide, fluorescence polarization; Potency, µM (top dose mostly 61.6 µM), without a hit: at the highest dose FP activity change, negative = inhibition, most hits filed as inhibitors; hit rate 0.23% among 270,000; AID 1768; active = well fitted inhibition curve with a large enough effect in the polarisation, with a control signal flat, not every such curve was filed as active; inconclusive = small, poorly fitted or top-dose-only effect, or effect the other way, or a change in a side signal; inactive = no such curve, though single readings can be large or run the other way; the % refers to the polarisation; note: potency is the fitted concentration of half-maximal effect; % of control where 0% means no effect; many of its hits are not listed in these tables
# PKM2 act – PKM2 (human) enzyme activation. P14618. purified PKM2, Kinase-Glo ATP luminescence, activation; response scale: 0% is enzyme alone, no compound. Potency, µM (titrated, usually from 57.5 µM), inactives show at the highest dose activation, usual class: activators. hit rate 0.34% among 260,000. AID 1631; note: potency is the fitted concentration of half-maximal effect; % is set by controls: 0 for no effect and ±100 for the full control effect; nearly all actives have a fitted effect of over 55% in size
# Target sequence (P14618 whole entry, looked up): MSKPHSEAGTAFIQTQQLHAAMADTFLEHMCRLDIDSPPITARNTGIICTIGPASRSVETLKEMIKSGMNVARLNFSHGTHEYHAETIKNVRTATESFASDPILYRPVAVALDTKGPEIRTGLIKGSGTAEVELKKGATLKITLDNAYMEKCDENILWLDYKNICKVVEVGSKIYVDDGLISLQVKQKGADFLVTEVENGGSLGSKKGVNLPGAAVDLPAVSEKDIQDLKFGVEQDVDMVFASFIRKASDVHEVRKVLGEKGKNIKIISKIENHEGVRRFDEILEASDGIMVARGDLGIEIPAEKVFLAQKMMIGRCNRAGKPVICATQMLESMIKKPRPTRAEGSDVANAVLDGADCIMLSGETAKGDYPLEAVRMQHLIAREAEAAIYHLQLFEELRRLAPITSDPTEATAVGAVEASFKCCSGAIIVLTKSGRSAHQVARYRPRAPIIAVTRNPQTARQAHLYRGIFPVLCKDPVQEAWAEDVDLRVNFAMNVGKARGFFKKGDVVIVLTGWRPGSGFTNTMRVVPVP
#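 Purified hPK-M2 (>95%) run at intermediate activity with 0.1 mM ADP and 0.5 mM PEP in 50 mM imidazole pH 7.2, KCl, MgCl2; 1 h room temperature. ATP formed read by Kinase-Glo luminescence; normalized to uninhibited and no-enzyme controls.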
# Mito fusion yeast – inhibitors of mitochondrial division or activators of mitochondrial fusion | Potency, µM (highest dose often 46.1 µM), for inactives: top-dose growth rescue (activation), actives largely listed as activators | hit rate 0.23% among 320,000 | AID 485298 | S. cerevisiae fusion-defective mutant growth rescue, CellTiterGlo 48 h;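 note: potency is the fitted concentration of half-maximal effect; % of control where 0% means no effect; nearly all actives have a fitted effect of over 45% in size; temperature-sensitive fusion mutants such as fzo1-1 at 37 °C on non-fermentable ethanol glycerol medium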
#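 S. cerevisiae fusion-defective temperature-sensitive mutants (e.g. fzo1-1, mgm1-5) grown 48 h at 37C in YPEG (ethanol/glycerol non-fermentable) medium with 23 nl compound per well; growth rescue read as CellTiterGlo luminescence.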
# RORgamma inh – inhibitors of mouse ROR gamma transcriptional activity; P51450; Drosophila S2 Gal4-RORgamma UAS-luciferase reporter, 20 h; Potency, µM (highest dose often 53.6 µM), without a hit: top-dose activity change, negative = inhibition, actives largely listed as inhibitors; hit rate 5.4% among 310,000; note: potency is the fitted concentration of half-maximal effect; % is set by controls: 0 for no effect and ±100 for the full control effect; nearly all actives have a fitted effect of over 60% in size
#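 In this cell-based reporter format, copper sulfate (700 uM final) drives Gal4–ROR gamma fusion expression from a metallothionein promoter in Drosophila Schneider cells; compounds preincubated 1 hr, reporter read after 20 hr at ambient temperature.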
# NPC1 prom act – NPC1 promoter activation; AID 485313; Huh7 NPC1 promoter luciferase reporter, 24 h; Potency, µM (titrated, usually from 9.22 µM), inactives show at the top dose activation, most hits filed as activators; hit rate 2.4% among 320,000;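 note: potency is the fitted concentration of half-maximal effect; % of control where 0% means no effect; nearly all actives have a fitted effect of over 60% in size; reporter is driven by a mutant NPC1 promoter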
#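 Cells: Huh7 expressing luciferase under the NPC1 promoter, 1500/well. Seeded 2 h, compound added, incubated 24 h at 37 °C. Luciferase reagent, 10 min ambient, then luminescence.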
# Rab9 prom act – activates the Rab9 promoter; Huh7 Rab9 promoter-luciferase reporter, luminescence, 24 h; Potency, µM (doses to about 9.22 µM), for the others: top-dose activation, negative = inhibition, actives largely listed as activators; hit rate 2.8% among 320,000; AID 485297; note: potency is the fitted concentration of half-maximal effect; % of control where 0% means no effect; nearly all actives have a fitted effect of over 60% in size
#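 Cells were plated at 1500 per well in reduced-serum medium with 10% FBS and left 2 h. Compound in DMSO was then added for 24 h at 37 °C. Reporter signal was read by luminescence after 10 min with luciferase detection reagent.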
# FLuc modulator – inhibits or activates purified firefly luciferase, miR-21 counter-screen; hit rate 6.9% among 360,000; Potency, µM (top dose mostly 57.5 µM), without a hit: top-dose activity change, negative = inhibition, actives largely listed as inhibitors; purified FLuc, Km substrates, luminescence inhibition; P08659; AID 588342;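 note: potency is the fitted concentration of half-maximal effect; plate controls were vehicle for no effect and reference inhibitor for full effect; nearly all actives have a fitted effect of over 55% in size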
# Target sequence (P08659 whole entry, looked up): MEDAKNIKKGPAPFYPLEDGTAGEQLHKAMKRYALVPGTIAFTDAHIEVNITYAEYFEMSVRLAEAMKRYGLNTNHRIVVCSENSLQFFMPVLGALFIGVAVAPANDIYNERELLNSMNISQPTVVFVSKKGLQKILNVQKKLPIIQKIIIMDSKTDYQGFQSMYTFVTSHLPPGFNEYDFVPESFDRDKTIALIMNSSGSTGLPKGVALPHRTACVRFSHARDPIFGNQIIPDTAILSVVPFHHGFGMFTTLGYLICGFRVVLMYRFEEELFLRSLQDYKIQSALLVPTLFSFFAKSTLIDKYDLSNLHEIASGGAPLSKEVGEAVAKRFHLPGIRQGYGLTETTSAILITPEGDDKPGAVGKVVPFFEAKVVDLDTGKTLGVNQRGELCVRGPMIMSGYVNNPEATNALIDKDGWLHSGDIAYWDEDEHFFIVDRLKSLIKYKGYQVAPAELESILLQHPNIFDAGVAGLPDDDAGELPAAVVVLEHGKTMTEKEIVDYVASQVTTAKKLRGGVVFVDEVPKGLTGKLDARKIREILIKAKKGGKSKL
#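 Purified P. pyralis luciferase, 10 nM final, with Km-level 10 uM D-luciferin and 10 uM ATP in 50 mM Tris acetate pH 7.5, 10 mM Mg acetate, 0.01% Tween-20, 0.05% BSA; 6-point qHTS titration about 60 µM downward; luminescence read.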
# KCNH2 3.1 block – blocks the human KCNH2 3.1 channel isoform; U2OS KCNH2 3.1, thallium flux FluxOr; stronger effect = lower value; activity change, % (tested at about 1.8 µM); hit rate 0.95% among 340,000; AID 720553;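 active = maximum activity change below -70%; inconclusive = maximum activity change from -70% to -50%; inactive = maximum activity change above -50%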;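 note: thallium influx rate constant from kinetic fluorescence after stimulation buffer; % is set by controls: 0 for no effect and ±100 for the full control effect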
#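 Steps: virus added to U2OS suspension (4 h, RT, dark); medium with 10% FBS added, cells plated, 37 C overnight; FluxOr/Red40 loading buffer 45 min RT; stimulation buffer, 2 min kinetic read; rate constant normalized.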
# VP16 counter – counter-screen for ROR gamma inhibitors: Gal4-VP16 reporter | Potency, µM (series often up to 53.6 µM), for the others: at the top dose activity, negative = inhibition, actives largely listed as inhibitors | Drosophila S2 Gal4-VP16 UAS-luciferase, luminescence, 20 h | AID 2546 | hit rate 3.5% among 310,000;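 note: Gal4-VP16 expression switched on by copper sulfate through the metallothionein promoter; potency is the fitted concentration of half-maximal effect; % is set by controls: 0 for no effect and ±100 for the full control effect; nearly all actives have a fitted effect of over 50% in size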
# Active calls of the source: *; ? = inconclusive; . = no result given; [ ] = remark or other dose. Unless noted, calls come from the whole dose curve; as a rule, active = well fitted curve in the direction sought with a large enough effect; inconclusive = small, poorly fitted or top-dose-only effect, or another doubt; inactive = no such curve, though single readings can be large; an effect the other way counts as inactive or inconclusive. These rows are one share of the data, so the mix of outcomes need not match the whole.
SMILES,ELG1 repair inh,MBNL1-CUG inh,Menin MLL FP TR,PKM2 act,Mito fusion yeast,RORgamma inh,NPC1 prom act,Rab9 prom act,FLuc modulator,KCNH2 3.1 block,VP16 counter
O=C(NNC1CC(=O)N(c2cccc(Cl)c2)C1=O)c1cccnc1 (stereo not given),?,.,2.4%,-7.9%,2.3%,1.1%,0.1%,-3.3%,0.5%,0.0,-6.4%
COc1cc2c(cc1OC)C(CC(=O)O)N(C(=O)CC1CCCC1)CC2 (stereo not given),5.4%,-3.6%,-19.2%,.,-2.2%,2.7%,2.3%,0.1%,0.9%,8.6,1.2%
Cc1cc(C)c2nc3nc(C)cc(C)c3c(N)c2c1,-1.5%,66.1%[activator],-12.6%,-18.9%,8.0%,-33.2%,-17.8%,-20.7%,15.1µM*,-1.5,?
COc1cc(C(=O)OCC(=O)NCc2ccccc2)cc(NC(=O)c2ccco2)c1OC,-0.7%,2.0%,5.0%,5.3%,3.5%,-3.4%,-0.9%,-4.9%,3.3%,-4.6,2.3%
Cn1ccnc1SCC(=O)n1c2c(c3ccccc31)CCCC2,-1.7%,-4.2%,-7.6%,1.1%,-5.5%,14.1µM*,5.9%,4.2%,-3.4%,-3.0,-29.8%
NC(=O)CSc1ncnc2c1oc1ccccc12,14.2%,-4.2%,4.4%,0.9%,0.8%,-34.4%,3.5%,-2.3%,-0.8%,1.2,7.5%
O=C(NCc1cccc(Cl)c1)C1CCCN(c2ncnc3c2nc2n3CCCCC2)C1 (stereo not given),?,-2.9%,-9.7%,.,2.7%,20.6%,-2.0%,-0.2%,-3.6%,0.9,-1.9%
COc1ccc(S(=O)(=O)N(CC(=O)N2CCN(C)CC2)c2ccc(C)cc2)cc1Br,4.4%,-8.9%,3.4%,-9.0%,-3.4%,.,0.2%,-4.5%,0.5%,-6.7,.
CCOC(=O)c1c(-c2ccccc2)oc2ccc(O)c(CN(C)C)c12,-5.8%,6.3%,-10.0%,-0.3%,-4.9%,-21.9%,-3.3%,3.2%,11.4%,13.8,-2.6%
Clc1ccc(Cc2nc(-c3ccncc3)no2)cc1,3.9%,-1.4%,-10.0%,11.0%,-6.9%,0.8%,-2.6%,4.9%,-13.1%,-5.1,1.2%
O=S(=O)([N-]c1nc2ccccc2nc1-[n+]1ccccc1)c1ccc(F)cc1,8.9%,?,-1.6%,5.0%,-11.1%,35.2%,8.7%,0.2%,-0.3%,0.9,-0.4%
Nc1ncncc1-c1ccc([N+](=O)[O-])cc1,0.8%,?,37.1%[activator],-1.5%,0.9%,2.1%,2.7%,13.7%,-1.1%,2.5,1.3%
COC(=O)C(C)NC(=O)COc1ccc2ccccc2c1 (stereo not given),-11.3%,6.5%,0.0%,3.9%,-7.1%,8.7%,1.5%,-5.8%,0.8%,7.2,-14.4%
Cc1ccc(Cn2ccsc2=NC(=O)COC(=O)c2ccc(NC(=O)CC#N)cc2)cc1,?,.,.,.,-1.6%,.,10.7%,1.1%,-2.4%,-0.7,.
Cc1c(C(=O)N2CCN(c3ccccc3)CC2)sc2ncnc(N3CCN(c4ccccn4)CC3)c12,0.4%,-1.3%,-3.3%,3.4%,2.6%,23.9%,-2.7%,2.4%,-0.8%,-12.4,-5.1%
Cc1c(C)c(C)c(C(=O)c2ccc(NC(=O)c3ccccc3C(=O)O)cc2)c(C)c1C,-2.8%,8.4%,24.8%,.,-46.5%[inhibitor],-12.4%,-4.8%,-2.7%,-1.4%,-9.4,-13.3%
O=C(COC(=O)c1cccc(C(=O)OCC(=O)NCc2ccc(F)cc2)n1)NCc1ccc(F)cc1,?,-11.7%,-11.7%,1.8%,-11.0%,-7.6%,-0.4%,-2.6%,-1.2%,.,-1.1%
COc1ccc(OC)c(NC(=S)NCc2ccccc2OC)c1,-7.9%,0.2%,7.0%,0.6%,-0.4%,7.08µM*,0.1%,2.4%,5.1%,-4.9,-7.1%[10 µM]
CC(C)[C@H](NC(=O)c1ccccc1Cl)C(=O)NC1CCCCCC1,11.6%,1.4%,4.1%,-0.1%,8.9%,18.9%,-0.2%,0.2%,1.5%,1.0,-0.4%
Nc1nonc1-n1nnc(C(=O)N/N=C/c2cccc(O)c2)c1CN1CCCC1,-1.3%,10.5%,.,.,-0.5%,-6.8%,0.6%,-5.6%,1.4%,11.9,-7.8%
CC1(C)N=C(c2ccccc2)C(=O)N1,3.4%,-5.9%,7.6%,-2.2%,-2.2%,-1.8%,-0.1%,-5.1%,0.1%,3.9,0.0%
Cc1ccc(NC(=O)c2ccc(=O)[nH]n2)cc1C,?,6.3%,?,.,4.0%,25.6%,?,?,?,9.1,18.0%
Cc1ccc(NC(=S)/C(=C(\[O-])c2ccc(Cl)s2)[n+]2cccc(CO)c2)cc1C,?,14.2%,12.0%,-2.0%,5.7%,?,10.1%,5.3%,?,2.1,6.5%
COC(=O)c1ccccc1S(=O)(=O)N1CCC(C(=O)NCCC2=CCCCC2)CC1,-0.2%,.,.,.,1.4%,.,-1.0%,-3.5%,-0.2%,-2.7,.
COc1cc(CN2CCNC(=O)C2CC(=O)O)cc(OC)c1 (stereo not given),3.2%,0.8%,15.6%,-8.4%,-2.5%,-2.3%,0.3%,-1.7%,-0.8%,5.6,-14.3%

# Arranged by the number under RORgamma inh (highest first): some entries from above.
SMILES | RORgamma inh
O=C(NNC1CC(=O)N(c2cccc(Cl)c2)C1=O)c1cccnc1 (stereo not given) | 1.1%
Nc1nonc1-n1nnc(C(=O)N/N=C/c2cccc(O)c2)c1CN1CCCC1 | -6.8%
Cc1cc(C)c2nc3nc(C)cc(C)c3c(N)c2c1 | -33.2%

# (cont.)
SMILES,ELG1 repair inh,MBNL1-CUG inh,Menin MLL FP TR,PKM2 act,Mito fusion yeast,RORgamma inh,NPC1 prom act,Rab9 prom act,FLuc modulator,KCNH2 3.1 block,VP16 counter
O=C1c2ccccc2COc2ccc(O)cc21,?,21.0%,-6.7%,4.9%,-1.8%,?,16.7%,?,?,-3.0,1.2%
Cc1cc2c(c(N3CCOCC3)n1)C(=O)OC2,12.6%,3.5%,-6.0%,-3.1%,-0.9%,2.5%,1.0%,-1.6%,2.3%,11.6,1.1%
O=C(NC(=O)N1CCCC1)c1csnn1,15.7%,-8.7%,.,2.1%,-0.9%,4.3%,-2.2%,0.8%,-0.7%,0.6,1.4%
Cc1ccc(-c2nc(-c3cccnc3)no2)cc1,.,7.8%,-0.5%,-6.7%,-2.6%,?,.,.,1.51µM*,-9.4,?
Cc1ccc(Cn2nnc3c(=O)n(CC(=O)NCc4ccccc4)cnc32)cc1,3.7%,-6.8%,-9.7%,7.4%,-1.7%,4.1%,-26.4%,-19.8%,-2.7%,1.1,10.3%
CCOCCc1nnc(NC(=O)Cc2c(F)cccc2Cl)s1,8.0%,-5.6%,8.8%,4.0%,-2.5%,-6.6%,-1.9%,-2.2%,0.6%,0.3,5.6%
CCCCCCOc1ccc(/C=C/C(=O)N2CCOCC2)cc1OC,?,5.1%,-13.5%,1.6%,9.4%,9.3%,-0.2%,6.6%,-3.1%,1.8,-3.0%
CCc1nccn1S(=O)(=O)c1cc(OC)ccc1OC,-6.1%,-3.9%,0.1%,0.8%,2.0%,?,2.4%,3.9%,7.4%,31.8,2.7%
O=C(c1cn(-c2ccccc2)nc1-c1cccs1)N1CCN(c2ccccn2)CC1,?,3.7%,-1.9%,1.8%,?,29.9%,-3.6%,2.9%,3.79µM*,-17.3,2.4%
